FBW7 act = activators of human E3 ligase FBW7 | AlphaScreen FBW7–phospho-cyclin E peptide binding, activator screen | normalized activity (activation), % at 26.1 µM | hit rate 0.13% among 650,000 | AID 1259310; in the data active = normalized activity above about 1.9%;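 note: purified mutant Fbw7 with reduced substrate affinity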
Target sequence (Q969H0 whole entry, looked up): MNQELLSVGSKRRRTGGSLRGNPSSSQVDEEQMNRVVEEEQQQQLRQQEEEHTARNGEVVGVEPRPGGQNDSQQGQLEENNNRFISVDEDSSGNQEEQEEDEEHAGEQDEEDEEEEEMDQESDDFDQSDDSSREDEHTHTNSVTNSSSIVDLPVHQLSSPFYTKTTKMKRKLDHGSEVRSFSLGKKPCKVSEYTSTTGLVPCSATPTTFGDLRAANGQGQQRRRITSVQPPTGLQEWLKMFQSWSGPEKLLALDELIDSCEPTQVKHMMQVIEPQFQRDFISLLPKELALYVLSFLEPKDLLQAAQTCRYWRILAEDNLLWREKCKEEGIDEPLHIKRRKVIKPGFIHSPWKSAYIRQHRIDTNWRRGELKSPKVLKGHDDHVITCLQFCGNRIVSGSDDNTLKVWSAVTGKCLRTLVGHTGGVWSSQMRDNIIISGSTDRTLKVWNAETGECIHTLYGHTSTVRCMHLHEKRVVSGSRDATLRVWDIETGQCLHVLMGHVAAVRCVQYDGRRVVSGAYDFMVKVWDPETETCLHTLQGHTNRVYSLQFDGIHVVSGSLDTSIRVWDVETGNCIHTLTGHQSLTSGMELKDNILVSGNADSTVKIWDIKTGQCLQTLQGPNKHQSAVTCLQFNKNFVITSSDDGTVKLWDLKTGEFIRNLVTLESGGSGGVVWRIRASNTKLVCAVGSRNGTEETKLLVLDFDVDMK
TEAD-YAP block = TEAD-YAP interaction inhibition. hit rate 1.4% among 640,000. HEK-TIYL cells, TEAD-Gal4/YAP UAS-luciferase luminescence. inhibition, % at 9.12 µM; in the data active = inhibition above about 32%;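 note: 0% = median of test compound wells and 100% = reference inhibitor wells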
GPR151 activ = activators of human GPR151; Q8TDV0; hit rate 1% among 650,000; activation, % at 11.2 µM; PathHunter beta-arrestin GPR151 cells, luminescence; AID 1508602; in the data active = activation above about 4.9%;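 note: 0% = median of compound wells and 100% = cells with positive control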
MITF inh = inhibitors of human MITF. O75030. AlphaScreen MITF homodimerization, bead proximity signal. inhibition, % at 2.6 µM. hit rate 0.91% among 650,000; in the data active = inhibition above about 50%;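 note: 0% = vehicle wells with protein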
* = called active by the depositor. Compounds were not picked by outcome. About 3.5% of those tested had a hit in this group.

Start of the listing, in advance, five compounds:
For CCOc1ccc(/C(O)=C2/C(=O)C(=O)N(CCN(C)C)C2c2ccc(OC)cc2)c(C)c1 (stereo not given) the results were FBW7 act 0.1, TEAD-YAP block -16, GPR151 activ -1.5 and MITF inh 3.
For CCN(CC)S(=O)(=O)c1ccc(F)c(C(=O)NCc2ccccn2)c1 the results were FBW7 act 0.0, TEAD-YAP block -15, GPR151 activ -1.2 and MITF inh -14.
`Cc1cccc(OC(=O)OC2CCC3(C)C(=CCC4C3CCC3(C)C(C(C)CCCC(C)C)CCC43)C2)c1` (stereo not given) gave FBW7 act 0.1, TEAD-YAP block 4, GPR151 activ -0.2 and MITF inh 5.
CCCc1cc(C(=O)Nc2c(F)cc(F)cc2Br)no1 was read as FBW7 act 0.0, TEAD-YAP block -36, GPR151 activ 1.1 and MITF inh 4.
`COc1ccc(Cl)cc1NC(=O)Nc1cc(C)on1` gave FBW7 act 0.1, TEAD-YAP block 2, GPR151 activ -0.5 and MITF inh -8.

Main list (from the top)
For CCOc1ccc(/C(O)=C2/C(=O)C(=O)N(CCN(C)C)C2c2ccc(OC)cc2)c(C)c1 (stereo not given) the results were FBW7 act 0.1, TEAD-YAP block -16, GPR151 activ -1.5 and MITF inh 3.
For CCN(CC)S(=O)(=O)c1ccc(F)c(C(=O)NCc2ccccn2)c1 the results were FBW7 act 0.0, TEAD-YAP block -15, GPR151 activ -1.2 and MITF inh -14.
`Cc1cccc(OC(=O)OC2CCC3(C)C(=CCC4C3CCC3(C)C(C(C)CCCC(C)C)CCC43)C2)c1` (stereo not given) gave FBW7 act 0.1, TEAD-YAP block 4, GPR151 activ -0.2 and MITF inh 5.
CCCc1cc(C(=O)Nc2c(F)cc(F)cc2Br)no1 was read as FBW7 act 0.0, TEAD-YAP block -36, GPR151 activ 1.1 and MITF inh 4.
`COc1ccc(Cl)cc1NC(=O)Nc1cc(C)on1` gave FBW7 act 0.1, TEAD-YAP block 2, GPR151 activ -0.5 and MITF inh -8.
`CCN(CC)CCN1C(=O)C(=O)/C(=C(\O)c2ccc(S(=O)(=O)N3CCOCC3)cc2)C1c1ccc(Br)cc1` (stereo not given) gave FBW7 act 0.3, TEAD-YAP block 9, GPR151 activ -1.9 and MITF inh 11.
`C=CCC(=O)N1CCC2(CC1)CC2C(=O)Nc1ccc(SC)cc1` (stereo not given) gave FBW7 act -0.2, TEAD-YAP block -16, GPR151 activ -0.2 and MITF inh -6.
`COc1ccc([N+](=O)[O-])cc1C(=O)Nc1ccc(Br)cc1C(=O)O` gave FBW7 act -0.1, TEAD-YAP block -8, GPR151 activ -2.8 and MITF inh -6.
O=c1[nH]cc(CO)c(=O)[nH]1 was read as GPR151 activ 1.5 and MITF inh -5.
O=C(NCc1cccc(Cl)c1)c1cccs1 was read as FBW7 act 0.0, TEAD-YAP block -12, GPR151 activ -0.1 and MITF inh 11.
`COc1ccccc1CN(Cc1cc2cc(C)ccc2[nH]c1=O)C(=O)N(C)C` gave FBW7 act 0.3, TEAD-YAP block 12, GPR151 activ 0.0 and MITF inh 8.
`CCCC(=O)N1CCN(c2ccc([N+](=O)[O-])cc2F)CC1C` (stereo not given) gave FBW7 act 0.2, TEAD-YAP block 0, GPR151 activ -0.7 and MITF inh -3.
For O=C(NCC1Cc2cccc(-c3ccccn3)c2O1)c1nc2ncccn2n1 (stereo not given) the results were FBW7 act 0.1, TEAD-YAP block -2, GPR151 activ 0.8 and MITF inh -2.
COC(=O)c1ccc(OCC2c3cc(OC)c(OC)cc3CCN2C(=O)/C=C/c2ccccc2)cc1 (stereo not given) was read as FBW7 act 0.1, TEAD-YAP block 2, GPR151 activ -2.6 and MITF inh 3.
CCCCOc1ccc(C(=O)Nc2c3c(nn2-c2ccc(OC)cc2)CSC3)cc1 was read as FBW7 act 0.4, TEAD-YAP block 14, GPR151 activ -1.2 and MITF inh 11.
Screening CC(C)(C)c1ccc(S(=O)(=O)N2CCN(c3ccccc3)CC2)cc1 returned FBW7 act 0.0, TEAD-YAP block 3, GPR151 activ -0.8 and MITF inh 4.
`c1ccc(CN2CCC(Nc3nc(N4CCC(N5CCOCC5)CC4)nc4nc[nH]c34)CC2)cc1` gave FBW7 act 0.1, TEAD-YAP block 1, GPR151 activ -1.6 and MITF inh 19.
`COc1ccc(S(=O)(=O)NCC2CCCN(Cc3ccc4c(c3)OCCO4)C2)cc1` (stereo not given) gave FBW7 act 0.3, TEAD-YAP block 11, GPR151 activ -1.6 and MITF inh 14.
CCCOC(=O)c1ccc(NC(=O)c2ccc(Br)o2)cc1 was read as FBW7 act 0.0, TEAD-YAP block -29, GPR151 activ -1.0 and MITF inh 7.
Nc1c(C(=O)NCc2cccnc2)sc(=S)n1-c1ccccc1 was read as FBW7 act -0.1, TEAD-YAP block -11, GPR151 activ 0.4 and MITF inh -23.

In the list so far, these contain a nitro group on carbon.
`COc1ccc([N+](=O)[O-])cc1C(=O)Nc1ccc(Br)cc1C(=O)O` gave FBW7 act -0.1, TEAD-YAP block -8, GPR151 activ -2.8 and MITF inh -6.
`CCCC(=O)N1CCN(c2ccc([N+](=O)[O-])cc2F)CC1C` (stereo not given) gave FBW7 act 0.2, TEAD-YAP block 0, GPR151 activ -0.7 and MITF inh -3.

(next part)
Screening Cc1ccc2nc3sc(C(=O)Nc4ccccc4)c(N)c3cc2c1 returned FBW7 act -0.2, TEAD-YAP block -70, GPR151 activ 0.7 and MITF inh -1.
Cc1ccc2oc3c(c(=O)c2c1)C(c1ccc(O)cc1)N(CCCN1CCOCC1)C3=O (stereo not given) was read as FBW7 act -0.1, TEAD-YAP block -10, GPR151 activ -0.1 and MITF inh 8.
`N#CC1=C(N)Oc2n[nH]c(-c3ccncc3)c2C1c1cc2c(cc1Br)OCO2` (stereo not given) gave FBW7 act -0.1, TEAD-YAP block 0, GPR151 activ -1.5 and MITF inh 12.
c1ccc(-c2nnc(CSc3nnc(NC4CCCCC4)s3)o2)cc1 was read as FBW7 act -0.3, TEAD-YAP block 2, GPR151 activ 3.1 and MITF inh -5.
Screening Cc1[nH][nH]c(=O)c1C(c1ccc(Cl)cc1)C(C#N)C#N (stereo not given) returned FBW7 act -0.2, TEAD-YAP block 3, GPR151 activ 0.4 and MITF inh 3.
`CCOC(=O)C1=C(C)NC(=O)NC1c1ccc(-c2ccc([N+](=O)[O-])cc2Cl)o1` (stereo not given) gave FBW7 act 0.2, TEAD-YAP block -5, GPR151 activ -1.0 and MITF inh 0.
`COc1ccc(C(=O)CC2(O)C(=O)Nc3ccccc32)cc1[N+](=O)[O-]` (stereo not given) gave FBW7 act 1.1, TEAD-YAP block 3, GPR151 activ 0.4 and MITF inh 10.
`Cn1c(=O)c2c(nc(/C=C/c3cccc(Cl)c3)n2C)n(C)c1=O` gave FBW7 act 0.1, TEAD-YAP block 9, GPR151 activ 1.4 and MITF inh -17.
`N#C/C(=C\c1cccs1)C(=O)Nc1ccc(F)cc1` gave FBW7 act -0.1, TEAD-YAP block -62, GPR151 activ 3.3 and MITF inh 3.
CC(C)[C@H](NC(=O)c1ccc(Cl)c([N+](=O)[O-])c1)C(=O)NCc1ccc(F)cc1 was read as FBW7 act 0.1, TEAD-YAP block -3, GPR151 activ 2.0 and MITF inh 5.
Screening COc1ccc(C2C(C(=O)O)c3cc(OC)c(OC)cc3C(=O)N2C)cc1OC (stereo not given) returned FBW7 act 0.0, TEAD-YAP block -4, GPR151 activ 0.2 and MITF inh -9.
Screening CCOC(=O)C1=C(C)N=c2s/c(=C\c3cc(Br)c(N(CC)CC)cc3OC)c(=O)n2C1c1cc(OC)ccc1OC (stereo not given) returned FBW7 act 0.0, TEAD-YAP block -5, GPR151 activ -0.6 and MITF inh 16.
Screening Cc1c(C(=O)NC(=S)Nc2ccc(N3CCOCC3)cc2)oc2ccccc12 returned FBW7 act 0.1, TEAD-YAP block 4, GPR151 activ 0.7 and MITF inh -7.
Screening O=C(CN1C(=O)/C(=C\c2ccc(Cl)cc2)Sc2ccccc21)NCc1ccccn1 returned FBW7 act -1.4, TEAD-YAP block 0, GPR151 activ -0.6 and MITF inh -4.
CCc1cn[nH]c1C1CCCN(Cc2c(C)nn(C)c2Cl)C1 (stereo not given) was read as FBW7 act 0.0, TEAD-YAP block -1, GPR151 activ 1.1 and MITF inh 6.
For C/C(=N/NC(=O)COc1ccccc1)C1CC1 the results were FBW7 act 0.2, TEAD-YAP block -5, GPR151 activ -0.2 and MITF inh 4.
For COc1ccc(Cn2nnnc2C(c2ccc(OC)c(OC)c2)N2CCN(C)CC2)cc1 (stereo not given) the results were FBW7 act -0.5, TEAD-YAP block -7, GPR151 activ -0.7 and MITF inh -8.
`Cn1c(Cn2c(=O)sc3ccccc32)nnc1SCc1cccc(Cl)c1` gave FBW7 act -0.2, TEAD-YAP block 1, GPR151 activ -0.3 and MITF inh 4.
Screening Cc1nc(N2CCC(C)CC2)c2c(C)c(C(=O)N3CCN(c4ccc(F)cc4)CC3)sc2n1 returned FBW7 act 0.3, TEAD-YAP block 4, GPR151 activ -0.2 and MITF inh 2.
`CC(C)OCCCNCc1c(C(=O)O)n(Cc2ccc(F)cc2Cl)c2ccccc12` gave FBW7 act 0.7, TEAD-YAP block 15, GPR151 activ 0.0 and MITF inh -6.
Screening CNCc1cc(OC)c(OC)cc1Br returned FBW7 act 0.3, TEAD-YAP block -3, GPR151 activ 1.0 and MITF inh 22.
CCOC(=O)c1sc(NC(=O)c2cc3nc(-c4ccc(OC)c(OC)c4)cc(C(F)(F)F)n3n2)nc1C was read as FBW7 act -0.4, TEAD-YAP block -9, GPR151 activ -0.3 and MITF inh -2.
`COc1ccccc1OCc1cc(C(=O)N(C)CCC2CCOCC2)no1` gave FBW7 act 0.0, TEAD-YAP block -57, GPR151 activ 0.0 and MITF inh 11.
Screening CCN(CC)C(=O)C1CCCN(c2nc3ncnc(Nc4ccc(NC(C)=O)cc4)c3[nH]2)C1 (stereo not given) returned FBW7 act -0.1, TEAD-YAP block 12, GPR151 activ -0.4 and MITF inh 3.
Screening Cc1ccc(Cn2c(SCc3ccccc3F)nc3ccsc3c2=O)cc1 returned FBW7 act -0.1, TEAD-YAP block -2, GPR151 activ 0.8 and MITF inh 3.
For CNc1nc2c(c(=O)[nH]c(=O)n2C)n1CCOC the results were FBW7 act -0.2, TEAD-YAP block -1, GPR151 activ -0.1 and MITF inh -5.
COc1ccc(-c2nc(NCc3ccccc3)c3ncn(C(C)C)c3n2)cc1 was read as FBW7 act -0.1, TEAD-YAP block 3, GPR151 activ 0.8 and MITF inh 7.
`CC(C)OC(=O)c1ccc(N2CC(O)=C(c3nc4ccccc4[nH]3)C2=N)cc1` gave FBW7 act -0.1, TEAD-YAP block -6, GPR151 activ -0.9 and MITF inh 2.
Screening COc1ccc(CNC(=O)CCS(=O)(=O)c2ccc3c(c2)n(C)c(=O)c(=O)n3C)cc1 returned FBW7 act -0.2, TEAD-YAP block 4, GPR151 activ -0.1 and MITF inh -11.
CCc1ccc(NC(=O)C/C(C)=N/NC(=O)c2ccc([N+](=O)[O-])c(Cl)c2)cc1 was read as FBW7 act -0.1, TEAD-YAP block -4, GPR151 activ 2.1 and MITF inh -2.
Screening CCOc1ccc(-n2c(=S)sc3c(=O)n(-c4ccccc4C)c(SCC(=O)NCc4ccccc4)nc32)cc1 returned FBW7 act -0.1, TEAD-YAP block 4, GPR151 activ 1.1 and MITF inh -9.
For O=C(Nc1nc(-c2ccc(I)cc2)cs1)c1c(F)cccc1F the results were FBW7 act -0.1, TEAD-YAP block 3, GPR151 activ 0.3 and MITF inh -4.
O=C(N/N=C/c1ccc(Oc2nc(Cl)ncc2F)cc1)c1ccc(O)cc1 was read as FBW7 act 0.1, TEAD-YAP block 7, GPR151 activ -6.0 and MITF inh 6.
For COc1ccccc1-c1ocnc1C(=O)NC(C)CCc1ccccc1 (stereo not given) the results were FBW7 act 0.1, TEAD-YAP block 1, GPR151 activ -0.7 and MITF inh 19.
CSCCC(NC(=O)c1ccccc1)C(=O)OCC(=O)Nc1ccc(Cl)cn1 (stereo not given) was read as FBW7 act 0.1, TEAD-YAP block 7, GPR151 activ -1.0 and MITF inh 10.
CCc1c(C)sc(NC(NC(=O)C(C)C)(C(F)(F)F)C(F)(F)F)c1C#N was read as FBW7 act 0.3, TEAD-YAP block 5, GPR151 activ 3.0 and MITF inh 21.
`O=[N+]([O-])c1ccc(N2CCNCC2)cc1N1CCc2ccccc2C1` gave FBW7 act -0.5, TEAD-YAP block -10, GPR151 activ -0.5 and MITF inh 5.
For CCOC(=O)C(/C=N/c1cc(C)nn1-c1ccccc1)=C(\C)O the results were FBW7 act -0.3, TEAD-YAP block -3, GPR151 activ -0.1 and MITF inh 5.
Screening CC(C)CCNC(=O)CN(C(=O)CCC(=O)Nc1ccccn1)c1ccccc1F returned FBW7 act 1.4, TEAD-YAP block 11, GPR151 activ 0.1 and MITF inh 10.
Cc1nc(N(C)c2ccc(C(C)C)cc2)c2c(C)c(C(=O)N3CCC(Cc4ccccc4)CC3)sc2n1 was read as FBW7 act 0.3, TEAD-YAP block 3, GPR151 activ -1.3 and MITF inh 12.
`O=C(Cc1ccc(F)cc1)N1CCC(n2nc(C3CC3)ccc2=O)CC1` gave FBW7 act 0.1, TEAD-YAP block -12, GPR151 activ -0.1 and MITF inh 8.
CCOCCCNC(=O)CN(Cc1ccc(Cl)cc1)S(C)(=O)=O was read as FBW7 act 0.0, TEAD-YAP block 15, GPR151 activ 1.5 and MITF inh 0.
`COc1ccc(Br)cc1-c1nc(CSc2nncs2)cs1` gave FBW7 act 0.1, TEAD-YAP block -5, GPR151 activ 1.8 and MITF inh -3.

Assay outcomes as filed in PubChem.
